AmpC no deterg – qHTS Inhibitors of AmpC Beta-Lactamase (assay without detergent); 330,000 tested, 0.52% active; Potency, µM (doses to about 57.1 µM), without a hit: at the highest dose activity change, negative = inhibition, hits mostly inhibitors; P00811; AmpC nitrocefin hydrolysis, absorbance 480 nm, 0.0001% Triton;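 also: potency is read from the fitted curve at half-maximal effect; plate controls were no compound for no effect and no enzyme for full effect; nearly all actives have a fitted effect of over 20% in size; some results filed as inactive show a strong effect at the top dose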
Target sequence (P00811 whole entry, looked up): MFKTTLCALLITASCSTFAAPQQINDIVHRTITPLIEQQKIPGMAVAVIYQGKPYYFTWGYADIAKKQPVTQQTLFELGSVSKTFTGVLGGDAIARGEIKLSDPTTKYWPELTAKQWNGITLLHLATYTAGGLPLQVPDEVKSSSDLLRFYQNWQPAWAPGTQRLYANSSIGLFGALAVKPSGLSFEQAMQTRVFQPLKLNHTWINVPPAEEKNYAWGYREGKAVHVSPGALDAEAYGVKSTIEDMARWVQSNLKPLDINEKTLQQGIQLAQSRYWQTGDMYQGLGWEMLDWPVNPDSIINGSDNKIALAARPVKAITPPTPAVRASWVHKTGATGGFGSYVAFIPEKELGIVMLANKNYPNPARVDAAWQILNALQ
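20 mM phosphate pH 7.0 + 0.01% (detergent screen) or 0.0001% Triton X-100; 5.3 nM AmpC reagent; cpd preinc 15 min RT; nitrocefin (800 uM stock) to start; A480 q20 s × 4 min; Activity was normalised to no-enzyme and no-compound control wells.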
LmPK inh – qHTS Assay for Inhibitors of Leishmania Mexicana Pyruvate Kinase (LmPK). Q27686. purified LmPK, Kinase-Glo ATP luminescence, 1 h. Potency, µM (series often up to 57.5 µM), without a hit: at the top dose activity change, negative = inhibition, most hits filed as inhibitors. 290,000 tested, 0.37% active; also: potency is read from the fitted curve at half-maximal effect; % is scaled to controls: 0 for no effect and ±100 for the full control effect
Target sequence (Q27686 whole entry, looked up): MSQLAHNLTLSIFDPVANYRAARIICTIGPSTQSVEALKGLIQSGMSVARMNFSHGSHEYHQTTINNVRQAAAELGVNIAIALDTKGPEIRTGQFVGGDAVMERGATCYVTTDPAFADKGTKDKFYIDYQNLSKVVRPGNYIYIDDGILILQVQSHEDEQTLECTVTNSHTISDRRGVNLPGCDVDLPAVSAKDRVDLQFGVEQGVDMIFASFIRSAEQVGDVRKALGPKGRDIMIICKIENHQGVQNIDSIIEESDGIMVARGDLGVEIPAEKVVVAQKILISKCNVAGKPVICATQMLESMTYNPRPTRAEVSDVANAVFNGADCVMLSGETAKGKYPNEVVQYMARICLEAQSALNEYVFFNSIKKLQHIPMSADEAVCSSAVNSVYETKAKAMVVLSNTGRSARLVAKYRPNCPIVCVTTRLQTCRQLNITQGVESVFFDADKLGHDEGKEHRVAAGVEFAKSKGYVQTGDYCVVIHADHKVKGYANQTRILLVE
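Purified LmPK (0.1 nM) with 0.5 mM PEP and 0.1 mM ADP in imidazole buffer pH 7.2 with MgCl2/KCl, 1 h at room temperature. ATP formed was read by luciferase luminescence and normalized to no-enzyme and uninhibited controls.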
CHX counter – Cycloheximide Counterscreen for Small Molecule Inhibitors of Shiga Toxin | cell reporter, cycloheximide protein synthesis inhibition counterscreen | 300,000 tested, 12% active | AID 2314, 2010 | max response, %; in the data active = max response mostly above about 13%, no sharp cut-off; inactive = mostly below about 14%; also: read at 38.3 µM for the half of the compounds with a filed dose; 0% is about no effect
Pf growth 48h – Primary qHTS for delayed death inhibitors of the malarial parasite plastid, 48 hour incubation; 310,000 tested, 5.9% active; P. falciparum luciferase growth in erythrocytes, 48 h; AID 504832, 2011; Potency, µM (doses to about 28.7 µM), inactives show top-dose activity change, negative = inhibition, most hits filed as inhibitors; also: potency is read from the fitted curve at half-maximal effect; % is scaled to controls: 0 for no effect and ±100 for the full control effect
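Luciferase-expressing parasites in RBCs, 2% Hct / 0.1% parasitemia final; RPMI 1640 + 0.5% Albumax; 37 C, 5% CO2, one generation; luminescence read-out, lower signal = inhibition.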
Tb PYK inh – qHTS of Trypanosoma Brucei Inhibitors. pyruvate kinase (Trypanosoma brucei), Q57TT1. TbPYK enzyme, Kinase-Glo Plus ATP luminescence, 45 min. AID 624173, 2012. 410,000 tested, 0.12% active. Potency, µM (top dose mostly 76.8 µM), for inactives: at the top dose activity, negative = inhibition, usual class: inhibitors; also: potency is read from the fitted curve at half-maximal effect; % is scaled to controls: 0 for no effect and ±100 for the full control effect; nearly all actives have a fitted effect of over 50% in size
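Activity of T. brucei pyruvate kinase was followed by Kinase-Glo Plus luminescence after the enzyme reacted 45 min at room temperature with 130 uM ADP (final) and substrate. Test compounds were added before ADP at multiple concentrations.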
Shiga toxin inh – A qHTS for Small Molecule Inhibitors of Shiga Toxin | Vero cells, Shiga toxin protein synthesis inhibition reporter | inhibition, % at 38.7 µM | 290,000 tested, 9.2% active; in the data active = inhibition mostly above about 28%, no sharp cut-off; inactive = mostly below about 43%; also: 0% is about no effect
Pf growth 96h – Primary qHTS for delayed death inhibitors of the malarial parasite plastid, 96 hour incubation; Potency, µM (series often up to 28.7 µM), without a hit: at the highest dose activity change, negative = inhibition, hits mostly inhibitors; 320,000 tested, 6.9% active; P. falciparum luciferase reporter growth, 96 h; also: potency is read from the fitted curve at half-maximal effect; % is scaled to controls: 0 for no effect and ±100 for the full control effect
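Infected RBCs, 2% Hct / 0.05% parasitemia final; luciferase-reporter P. falciparum; cpd 96 h, 37 C, 5% CO2; luciferase detection reagent; luminescence.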
* hit, by the source's call; ? = inconclusive; nt = no result given; [ ] = remark or other dose. Unless noted, calls follow the shape of the dose curve; as a rule, active = well fitted curve in the direction sought with a large enough effect; inconclusive = small, poorly fitted or top-dose-only effect, or another doubt; inactive = no such curve, though single readings can be large; an effect the other way counts as inactive or inconclusive.

Below each compound – AmpC no deterg	LmPK inh	CHX counter	Pf growth 48h	Tb PYK inh	Shiga toxin inh	Pf growth 96h
- CC(=O)C1=C(C)N(c2ccccc2)C(=O)C1(NS(=O)(=O)c1ccc(N)cc1)C(F)(F)F (stereo not drawn)
    -12.6%	0.8%	-1.9	?	-1.4%	3.7	3.8%
- O=C(NC1CC1)C1=C[C@@H](c2csc3ccccc23)C[C@@H](OCc2ccc(CO)cc2)O1
    123.4%[activator]	12.1%	7.7	?	5.0%	-14.6	13.1µM*
- CC(=O)Nc1ccc(O)cc1[N+](=O)[O-]
    -17.9%	4.7%	-4.3	22.8%	-11.1%	-6.9	9.4%
- CC(C)N(c1ccccc1)c1ccc(NC(=S)NCCN(C)C)cc1
    101.3%[activator]	2.0%	-7.1	-22.8%	-8.8%	-7.5	0.0%
- O=C(Nc1cccc(S(=O)(=O)N2CCCC2)c1)c1ccc2ccccc2n1
    -30.6%	-4.2%	5.3	?	-4.6%	-2.5	?
- Cc1ccccc1-n1nc2c(c1NC(=O)C(C)C)CS(=O)(=O)C2
    -5.4%	-1.7%	-0.8	-5.1%	0.0%	-3.9	-0.2%
- COc1cc(NC2c3ccccc3C(=O)N2Cc2ccccc2)cc(OC)c1OC (stereo not drawn)
    25.7%	3.4%	-2.3	?	0.7%	5.1	?
- O=C(CN(C(=O)CCC(=O)Nc1nccs1)c1ccc(F)cc1)NCC1CCCO1 (stereo not drawn)
    -4.1%	2.8%	-4.1	6.6%	2.7%	-9.3	?
- CCN1CCN(c2ccc(S(=O)(=O)N3CCCCC3)cc2NC(=O)Cc2c(F)cccc2Cl)CC1
    55.4%	1.3%	2.5	?	1.0%	-7.5	13.1µM*
- COc1cc(C(=O)NC(=S)Nc2nc(-c3ccc(F)cc3)cs2)cc(OC)c1OC
    -26.3%	-2.9%	1.0	2.6%	-19.7%	9.0	1.9%
- CCOc1ccc(S(=O)(=O)N2CCC(c3ccccc3)CC2)cc1C(=O)O
    -16.2%	-0.5%	-3.0	nt	10.7%	-2.0	12.8%
- COCN(C#N)c1nc(OC)nc(OC)n1
    -10.2%	2.9%	5.1	22.9%	2.9%	11.6	-29.8%
- CCCc1cc(=O)oc2cc(OCC(=O)Nc3ccc4c(c3)OCCO4)ccc12
    -26.3%	0.3%	-3.3	44.1%[activator]	2.8%	-12.9	nt
- CCOC(=O)c1ccc(S(=O)(=O)N2CCC(C(=O)NCC3CCCCC3)CC2)cc1
    -21.8%	nt	nt	?	2.5%	nt	-8.8%
- CN(CCN1CCOCC1)Cc1nc(-c2cccs2)no1
    -5.2%	5.7%	2.7	42.5%[activator]	2.0%	14.7	?
- COc1ccc([N+](=O)[O-])cc1N(CC(=O)N1CCCCC1)S(C)(=O)=O
    -10.8%	4.8%	-2.2	8.3%	2.2%	17.6	?
- CC(C)(C)C(=O)COC(=O)c1cc(-c2ccncc2)nc2ccccc12
    119.1%[activator]	2.3%	-4.7	?	2.2%	-20.7	?
- COc1ccc(C2C(C#N)=C(N)N(N(C)C)C3=C2C(=O)CCC3)cc1 (stereo not drawn)
    -4.1%	4.7%	-5.6	-1.3%	6.9%	-11.8	2.33µM*
- CCCCC(CC)C(=O)Nc1ccc(Cl)cn1 (stereo not drawn)
    -29.5%	-10.9%	-1.7	-2.4%	-7.0%	7.0	-14.6%
- Cc1ccccc1OCC(=O)Nc1ccc(S(=O)(=O)Nc2onc(C)c2C)cc1
    -28.5%	2.5%	12.2	15.8%	0.5%	-13.4	-17.5%
- O=C(Nc1ccccn1)c1cccc(S(=O)(=O)N2CCOCC2)c1
    -4.3%	3.6%	-2.9	30.5%[activator]	-7.8%	-21.0	-19.2%
- O=C(c1ccco1)N1N=C(c2ccc(Cl)cc2)CC1c1ccco1 (stereo not drawn)
    4.5%	-2.2%	1.4	?	6.2%	-4.4	-10.8%
- O=C(c1cccnc1)c1cccnc1
    -6.2%	-1.3%	3.0	0.3%	10.3%	-6.6	?
- Cc1ccnc(NC(=O)Cn2c(=O)oc3cc(S(=O)(=O)N4CCCC4)ccc32)c1
    -28.5%	-4.5%	-1.1	9.4%	-19.8%	-5.4	63.8%[activator]
- CC(=O)c1ccc(S(=O)(=O)NCc2cccnc2)cc1
    -9.7%	-0.7%	7.7	0.0%	3.9%	-2.1	14.4%
- CCOC(=O)c1oc2c(O)c(O)ccc2c(=O)c1-c1nncn1-c1ccccc1
    -18.9%	-4.1%	0.5	?	-7.0%	-8.9	?
- COc1ccc(NC(=O)CN(C)C(=O)CCCNC(=O)c2ccc(Cl)cc2)cc1
    -10.0%	nt	nt	33.6%[activator]	-19.6%	nt	53.5%[activator]
- COc1ccc(Nc2nnc(-c3ccc(C(N)=O)cc3)c3ccccc23)cc1
    -20.4%	3.7%	-2.9	?	-25.4%	nt	?
- COc1cc(C2C(C#N)=C(N)OC3=C2C(=O)CC(C)(C)C3)ccc1OCCN1CCOCC1 (stereo not drawn)
    2.6%	2.6%	20.5*	15.8%	1.4%	25.5	56.4%[activator]
- CCN1C(=O)CC(N2CCN(c3ccc(Cl)cc3)CC2)C1=O (stereo not drawn)
    1.9%	-0.3%	-1.5	47.4%[activator]	0.3%	-13.6	0.6%

Quoted at random: 3 compounds from above, in no set order.
Below each compound – AmpC no deterg	LmPK inh	CHX counter	Pf growth 48h	Tb PYK inh	Shiga toxin inh	Pf growth 96h
- CCN1C(=O)CC(N2CCN(c3ccc(Cl)cc3)CC2)C1=O (stereo not drawn)
    1.9%	-0.3%	-1.5	47.4%[activator]	0.3%	-13.6	0.6%
- COc1ccc(Nc2nnc(-c3ccc(C(N)=O)cc3)c3ccccc23)cc1
    -20.4%	3.7%	-2.9	?	-25.4%	nt	?
- CCOC(=O)c1ccc(S(=O)(=O)N2CCC(C(=O)NCC3CCCCC3)CC2)cc1
    -21.8%	nt	nt	?	2.5%	nt	-8.8%

(more compounds)
Below each compound – AmpC no deterg	LmPK inh	CHX counter	Pf growth 48h	Tb PYK inh	Shiga toxin inh	Pf growth 96h
- COc1cc(C(=O)OCC(=O)N2CCOCC2)c([N+](=O)[O-])cc1OC
    -11.8%	0.8%	-2.8	16.2%	-1.0%	-5.4	-2.7%
- S=C(NNC(=S)Nc1ccccc1)Nc1ccccc1
    -25.0%	-5.0%	41.5*	45.2%[activator]	-15.7%	56.1*	73.0%[activator]
- O=C(c1ccc2c(c1)OCCO2)N1CCN(Cc2ccccc2)CC1
    -5.7%	-5.0%	15.3*	11.9%	-15.6%	37.8	?
- CC(C)Cn1c(=O)c2ccccc2n2c(SCC(=O)N3c4ccccc4CC3C)nnc12 (stereo not drawn)
    -6.8%	0.4%	-2.7	18.2%	1.9%	-9.1	39.5%[activator]
- CN1CCN(CC(=O)Nc2ccc(Cl)cc2C(=O)c2ccccc2)CC1
    35.0%	4.2%	-2.0	-8.6%	4.1%	-13.2	nt
- O=C(O)COc1ccccc1/C=N/Nc1ccc(S(=O)(=O)Nc2ccc(Cl)cc2)cc1[N+](=O)[O-]
    50.2%	-7.2%	1.3	0.0%	1.3%	-16.9	-5.2%
- CC(Oc1ccc(Cl)cc1Cl)C(=O)NNC(=O)c1ccncc1 (stereo not drawn)
    -17.9%	nt	nt	2.2%	-7.3%	nt	24.3%
- Cc1cc2c(cc1C)/C(=C\C(N)=O)NC(C)(C)C2
    -12.4%	-8.3%	-3.9	-2.3%	-0.7%	-23.9	-92.5%
- CCCCOc1ccc(N=Cc2cccs2)cc1
    -11.5%	-6.5%	6.6	20.0%	1.1%	-4.0	33.9%[activator]
- CN(C(=O)c1coc(=O)c2ccccc12)c1ccccc1Cl
    -7.6%	1.3%	-3.3	6.7%	-7.5%	-5.9	-12.6%
- COc1ccc(NC(=O)CSc2nc(N)c3cc4c(nc3n2)CCCC4)c(OC)c1
    -39.4%	-0.7%	-2.8	-5.1%	-4.0%	-10.3	?
- Cc1csc2sc(-c3ccnc(SCC(=O)NCc4ccccc4)n3)c(C)c12
    -11.1%	3.8%	0.5	-14.1%	0.9%	-9.8	0.7%
- Cc1nc(NC(=S)NC(=O)c2ccco2)sc1C(=O)N(C)C
    -6.3%	-10.5%	31.6*	21.2%	0.5%	56.7	5.9%
- O=C1CCCC2=C1C(c1ccsc1)CC(=O)N2c1ccccc1F (stereo not drawn)
    3.5%	-10.7%	-2.7	10.3%	0.5%	-2.8	?
- CCOCC(=O)Nc1nnc(Cc2ccc(OC)cc2)s1
    2.6%	-3.1%	-0.2	-9.9%	-8.1%	13.1	-23.9%
- CC(OC(=O)c1cc2sccc2n1C)C(=O)NCc1ccc(F)cc1 (stereo not drawn)
    -30.0%	0.4%	-1.4	16.0%	0.9%	2.9	3.0%
- Cc1ccc(F)c(Oc2cc(NN3CCCCC3)c([N+](=O)[O-])cc2[N+](=O)[O-])c1
    -52.2%	-2.5%	-3.4	?	5.7%	-3.0	11.7µM*
- COc1ccc2nc(Nc3nc(CSc4nnnn4-c4ccccc4)cc(=O)[nH]3)nc(C)c2c1
    -24.4%	11.7%	-2.7	nt	6.9%	-11.4	?
- O=C1CC(Sc2nnnn2-c2ccccc2)C(=O)N1c1cccc(Cl)c1 (stereo not drawn)
    ?	0.6%	20.5*	-1.6%	?	24.4	?
- COCCCN1CC(=O)N2C(c3ccc(OC)c(OC)c3)c3[nH]c4ccccc4c3C[C@H]2C1=O (stereo partly drawn)
    182.9%[activator]	6.1%	3.9	?	12.8%	-8.4	?
- Cc1[nH]c2ccccc2c1/C=N/Nc1nncn1N
    -11.5%	-0.7%	54.9*	60.5%[activator]	-4.6%	112.0*	?
- CC(=O)N(C)c1ccc(NC(=S)Nc2ccccc2)cc1
    -7.0%	-0.5%	1.1	20.3%	4.2%	11.7	6.7%
- O=C(NCc1ccccc1)C1COc2ccccc2O1 (stereo not drawn)
    -24.5%	2.5%	19.5*	121.5%[activator]	0.5%	59.2*	33.7%
- O=C(Nc1ncnc2c1CCC2)C12CC3CC(CC(C3)C1)C2
    -21.0%	-5.5%	-2.6	-7.6%	-11.2%	6.2	?

Profiles from above. Order of values: AmpC no deterg, LmPK inh, CHX counter, Pf growth 48h, Tb PYK inh, Shiga toxin inh, Pf growth 96h
`CCOCC(=O)Nc1nnc(Cc2ccc(OC)cc2)s1` across the screens: 2.6%, -3.1%, -0.2, -9.9%, -8.1%, 13.1, -23.9%
`CC(C)Cn1c(=O)c2ccccc2n2c(SCC(=O)N3c4ccccc4CC3C)nnc12` (stereo not drawn) across the screens: -6.8%, 0.4%, -2.7, 18.2%, 1.9%, -9.1, 39.5%[activator]

Screening results as filed in PubChem BioAssay.
